Screening data as filed in PubChem BioAssay.
Glyco luc inh: blocks N-linked glycosylation in D54 reporter cells | D54 ERlucT glycosylation luciferase reporter, 24 h; percent of 100 nM tunicamycin response | reporter increase, % at 12.5 µM | 360,000 compounds, 0.23% hits;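 active = mean luciferase reporter signal, scaled so untreated is 0 and the glycosylation-blocking control 100, at or above a set limit in every replicate; inconclusive = mean reaches the limit but not every replicate does; inactive = mean below the limit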;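 also: luciferase carries N-glycosylation sites so blocking glycosylation raises the light; 0% = median of neutral control wells and 100% = median of 100 nM tunicamycin wells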
m5-HT2A agonist: mouse HTR2A agonism via beta-arrestin recruitment; P35363; CHO-K1 mHTR2A beta-arrestin complementation, luminescence; percent of 30 µM serotonin response; activation, % at 7.6 µM; 360,000 compounds, 0.66% hits;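 active = activation above a run cutoff, the mean activation of all tested compounds plus 3 SD, cut at about 14% in these data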;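 also: 0% = plate median of compound wells and 100% = 30 µM serotonin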
Target sequence (P35363 whole entry, looked up): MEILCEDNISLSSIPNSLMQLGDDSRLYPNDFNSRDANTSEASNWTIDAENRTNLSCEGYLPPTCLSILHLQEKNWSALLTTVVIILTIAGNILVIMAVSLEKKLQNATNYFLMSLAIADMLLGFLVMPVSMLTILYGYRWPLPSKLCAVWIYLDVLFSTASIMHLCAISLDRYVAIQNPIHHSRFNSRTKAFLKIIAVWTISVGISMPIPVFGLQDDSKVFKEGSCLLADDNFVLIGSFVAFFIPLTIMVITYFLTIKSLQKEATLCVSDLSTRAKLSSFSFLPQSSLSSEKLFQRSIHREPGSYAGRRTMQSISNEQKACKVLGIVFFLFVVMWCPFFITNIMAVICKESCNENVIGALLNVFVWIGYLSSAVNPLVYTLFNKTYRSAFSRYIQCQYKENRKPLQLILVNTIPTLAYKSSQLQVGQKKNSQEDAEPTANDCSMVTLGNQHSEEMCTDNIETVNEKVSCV
H9c2 protect: modulators protecting cardiomyocytes from myocardial damage; H9c2 cardiomyocytes, H2O2 injury protection, ATPLite, 2 h; protection from H2O2 cell death, % at 20 µM; 360,000 compounds, 0.63% hits; AID 588492;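 active = compounds giving at least 50% protection of heart cells from peroxide-induced death in the single-dose screen, raw or plate-pattern-corrected value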;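 also: 0% = DMSO wells with peroxide and 100% = DMSO wells without peroxide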
Vif imaging: blocks HIV Vif function; AID 602346; 340,000 compounds, 0.35% hits; inhibition, % at 7.49 µM; HEK293T cells, Vif self-association by quenched fluorescence, imaging, 24 h; in the data active = inhibition above about 50%, passing the limit was not always enough; inconclusive = no clear call, values can overlap the other calls; inactive = below about 31%; also: some results filed as inactive read as strong as hits
MC4R antag cAMP: human MC4R antagonism in cAMP assay; inhibition, % at 6.5 µM; MC4R-expressing cells, MTII-stimulated cAMP, LANCE TR-FRET; 360,000 compounds, 0.48% hits;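 active = inhibition above its plate's cutoff, the mean of tested wells on that plate plus 3 SD, cut at about 29% in these data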;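 also: 0% = Melanotan II alone and 100% = Melanotan II plus saturating MCL0020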
Target sequence (P32245 whole entry, looked up): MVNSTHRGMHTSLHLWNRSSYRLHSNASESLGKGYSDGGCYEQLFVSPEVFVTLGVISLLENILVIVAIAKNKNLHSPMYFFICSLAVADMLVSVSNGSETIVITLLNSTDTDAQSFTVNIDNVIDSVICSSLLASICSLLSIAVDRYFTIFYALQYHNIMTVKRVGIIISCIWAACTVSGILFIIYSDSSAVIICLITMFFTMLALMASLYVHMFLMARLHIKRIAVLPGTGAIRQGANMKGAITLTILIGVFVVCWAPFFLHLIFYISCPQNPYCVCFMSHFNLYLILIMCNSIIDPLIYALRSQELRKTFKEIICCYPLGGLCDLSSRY
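System: U2OS-MC4R stable cell line; Technique: Eu-cAMP/anti-cAMP TR-FRET, emission 671 nm; Repeats: single well per compound; Also added: Melanotan II; Dosing: one concentration, 6.5 µM nominal; Schedule: 30-min compound, 1-h challenge, 1-h detection, room temperature.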
MC4R ag barr: agonists of human melanocortin 4 receptor (MC4R) beta-arrestin. P32245. U2OS MC4R beta-arrestin complementation, luminescence; percent of melanotan II response, DMSO zero. activation, % at 8.9 µM. 360,000 compounds, 0.98% hits. AID 540308;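 active = activation above a per-plate cutoff, the mean activation of sample wells on that plate plus 3 SD, cut at about 8% in these data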
ABCB6 inh MLPCN: inhibitors of human ABC transporter ABCB6; AID 602162; K562-ABCB6 porphyrin accumulation, flow cytometry, 1 h; active compounds read low; Q9NP58; fluorescence ratio to DMSO, % at 10 µM; 360,000 compounds, 0.19% hits;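 active = fluorescence ratio to DMSO below 75%, the collection mean minus 3 SD; inconclusive = too few cells collected in the well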;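 also: signal is porphyrin accumulated inside mitochondria; 100% equals median channel fluorescence of DMSO control wells; lower ratio means ABCB6 inhibition with less porphyrin fluorescence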
CaV13 ICDI inh: Primary screen for inhibitors of IQ motif and Ca2+-dependent inactivation inhibitor domain binding in CACNA1D, Förster resonance energy transfer in living cells, …; inhibition, % at 12.3 µM; HEK cells, CFP/YFP FRET ICDI-IQ, plate reader, 10 min; percent FRET-ratio fall versus neutral wells; 340,000 compounds, 0.098% hits;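 active = mean replicate inhibition of at least 30% and at least 1% of replicates passing that level; inconclusive = only one of the two criteria is met; inactive = neither criterion is met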;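 also: 0% = median of the neutral control wells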
PDI turbidity: blocks human protein disulfide isomerase activity; P07237; PDI insulin aggregation turbidity, A650, 90 min; inhibition, % at 10 µM; 350,000 compounds, 0.052% hits; AID 588391;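 active = mean inhibition across replicates of 30% or more, whatever share of single replicates reach that level; inconclusive = mean inhibition below 30% while every single replicate reaches 30%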;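 also: absorbance from insulin aggregation driven by PDI reduction with DTT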
aDG glyco up: increases alpha dystroglycan glycosylation. 360,000 compounds, 0.22% hits. activation, % at 10 µM. Pro5-aDG cells, alpha-DG glycosylation AlphaScreen (IIH6); 0% Pro5, 100% B10-LARGE cell signal;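 active = activation of at least 8% versus controls, or a plate z-score of at least 8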;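 also: Pro5 are CHO cells carrying HIG-tagged alpha-DG that lacks glycosylation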
Numbers without * were called inactive; ? = inconclusive; . = not tested or not shown; & = joins results of further samples.

Sequence of screens – MC4R ag barr, m5-HT2A agonist, PDI turbidity, aDG glyco up, Glyco luc inh, Vif imaging, H9c2 protect, ABCB6 inh MLPCN, CaV13 ICDI inh, MC4R antag cAMP
- CCc1ccc(Nc2ncc3c(n2)CC(c2ccc(OC)cc2)CC3=O)cc1 (stereo unspecified)
    0.8, -1, -13, 0.1, -10, 8, 1, 91, -8, -1
- O=C(NC1CCCCCC1)c1ccc(N2CCCC2=O)cc1
    -2.0, 4, 7, -0.2, -5, 5, -10, 95, -5, 3
- COc1ccc2[nH]cc(C(=O)CN(C)CCc3ccc(OC)c(OC)c3)c2c1
    1.8, 0, 2, -0.1, 1, -2, -4, 94, 0, 13
- CC(C)OCCCNC(=O)c1cc(S(=O)(=O)N2CCc3ccccc32)cn1C
    1.3, -3, ., 0.1, -1, 25, -6, 100, -5, -1
- Cc1cc(C(=O)COC(=O)c2n[nH]c(=O)c3ccccc23)c(C)n1C
    1.1, -3, 6, 0.1, -1, -5, 18, 96, -6, 4
- Cc1ccccc1OCC(=O)NNC(=S)NC(=O)c1ccco1
    -3.0, 3, -4, 0.1, 3, -2, 1, 92, -3, 4
- CCOC(=O)C1CCCN(C(=O)c2cccc(S(=O)(=O)NCc3ccccc3)c2)C1 (stereo unspecified)
    -2.4, 12, 5, -0.3, 2, -7, -6, 102, 10, 4
- COc1ccc(OC)c(N(CC(=O)NN=C2CCN(C)CC2)S(=O)(=O)c2ccccc2)c1
    0.1, -1, 3, -0.2, 1, -24, -7, 99, -7, -2
- COCCCNC(=O)Cn1c(=O)oc2cc(S(=O)(=O)N3CC(C)CC(C)C3)ccc21 (stereo unspecified)
    -0.7, 3, -3, 0.0, 2, -14, -1, 96, -4, 6
- COc1ccc(C2C(C(=O)NCc3cccnc3)c3ccccc3C(=O)N2C)cc1OC (stereo unspecified)
    -1.9, 2, 10, -0.1, 3, 21, 4, 98, -4, 3
- Cn1c(=O)c2c(nc3n2CC(COc2ccc(Cl)cc2)O3)n(C)c1=O (stereo unspecified)
    -1.7, -5, -2, 0.0, 4, -3, 17, 109, -20, 10
- Cc1cc(C)c(S(=O)(=O)Nc2nccs2)c(C)c1
    -0.7, 2, 1, 0.0, 2, 8, 11, 93, -20, 11
- CSc1ccc(CNC(=O)Cn2nc(C)c3c(C)n(-c4ccc(C)cc4)nc3c2=O)cc1
    0.3, 6, -6, 0.4, 0, 3, 0, 94, -1, 4
- Cc1ccc(S(=O)(=O)C2(S(=O)(=O)c3ccc(C)cc3)CCCC2)cc1
    -0.5, -5, 6, -0.3, 18, 4, -3, 95, -5, -9
- CCOC(=O)C1=C(C)Nc2ccccc2N=C1NC(=O)C(c1ccccc1)c1ccccc1
    -0.9, 3, 10, 0.8, 0, 3, 14, 99, -3, 3
- Cc1ccc(C(=O)c2ccccc2C(=O)OCC(=O)NC(=O)NC(C)(C)C)cc1
    0.4, 2, 3, 0.1, 0, -10, -2, 101, 0, 17
- C/C(CC(=O)Nc1ccccc1C#N)=N\NC(=O)c1ccncc1
    0.9, -6, -10, -0.1, 2, 5, -2, 83, -3, -4
- Cc1ccc(SCC(=O)OC(C)C(=O)NC2CCCCC2C)c(C)c1 (stereo unspecified)
    1.9, -5, 9, 0.0, -3, -4, 0, 98, -5, 2
- COCCN1C(=O)CCC1(C)c1nnnn1-c1ccc2c(c1)OCCO2 (stereo unspecified)
    ., 11, ., -0.1, ., ., ., 91, -8, .
- COCCCNc1ccn2nc(-c3ccc(OCc4ccccc4)cc3)cc2n1
    0.8, 3, 15, 2.0, 3, -6, -18, ?, -4, 24
- Cc1cc(Cl)ccc1OC(C)C(=O)NNC(=O)C1CCCCC1C(=O)O (stereo unspecified)
    -0.6, 2, -7, -0.4, 0, -1, 4, 104, -3, -1
- Cc1nc(N2CCCCC2)c2sc(=S)n(C)c2n1
    0.7, -8, ., -0.1, -3, -3, -1, 101, -5, 0
- COC(=O)CNc1nc(OC)nc(N(C)C)n1
    -1.6, 2, 17, 1.7, 4, ., 0, 96, ., 8
- O=C(NCc1ccccc1)c1cc(S(=O)(=O)N2CCC3(CC2)OCCO3)ccc1F
    -0.4, -3, 8, 0.2, -3, -3, -3, 98, -8, -3
- CC(C)CSc1ccc(S(=O)(=O)NCC(=O)O)cc1[N+](=O)[O-]
    -1.1, 2, -7, -0.3, 2, 22, 4, 99, -5, 2
- O[C@@H]1C[C@H](c2ccc(Cl)cc2)N(Cc2cccs2)C[C@H]1n1cc(-c2ccc(F)cc2)nn1
    4.6, 3, 7, 0.2, 1, -9, -13, 95, -3, -2
- CC(C)c1ccc(C(=O)NNC(=O)C2CC=CCC2C(=O)O)cc1 (stereo unspecified)
    -2.6, -1, 2, 0.0, 0, -5, 3, 99, 20, 11
- CC(C(=O)O)c1ccc(-c2ccccc2)c(F)c1 (stereo unspecified)
    0.3&-0.3, 1&-2, -18&-3, 0.0&0.0, 0&-1, 4&-1&-5, 14&-15, 95&97, -5&-5, -1&8
- CN1C(=O)C(C)(C)c2cc(S(=O)(=O)N3CCC(C(=O)NCc4ccc(F)cc4)CC3)ccc21
    -0.4, -8, -2, -0.1, 3, ., -8, 103, -4, 12
- COc1ccc(C(NC(=O)C2CCN(Cc3ccc(Oc4ccccc4)cc3)CC2)c2ccccc2C)cn1 (stereo unspecified)
    0.0, -10, -3, 4.0, -5, ., -10, 95, -4, 6
- O=C(CSc1nc2ccccc2c(=O)[nH]1)c1ccc(O)cc1O
    3.4, 11, 0, -0.6, -3, -1, 67*, 93, 5, 1
- Cc1ccc(C)c(Cn2nnc3c(=O)[nH]c(C(=O)Nc4ccc(F)cc4)nc32)c1
    1.3, 1, -2, 0.1, -1, -11, -25, 93, -19, 20
- CCCCOc1ccc(CN2CCSCC2)cc1
    -0.3, 2, -8, -0.1, 0, -3, -4, 99, -2, -3
- CC(=O)Oc1ccc(-c2cccc(C(=O)N(C)c3ccc(O)cc3)c2)cc1
    -2.2, 2, 6, -0.4, -1, 3, -1, 102, -5, 7
- O=C(c1ccco1)N1CCN(C(c2ccccc2Cl)c2nnnn2Cc2cccs2)CC1 (stereo unspecified)
    -0.3, -4, 16, -0.8, -8, 21, 22, 88, ., 3
- COc1ccc(OC)c(N(/C(N)=N/c2nc(C)cc(C)n2)S(=O)(=O)c2ccc(NC(C)=O)cc2)c1
    -0.8, 0, 1, 0.0, -5, 0, -6, 89, -4, 11
- S=c1[nH]nc(SCc2ccccc2)c2[nH]cnc12
    -3.4, -7, -100, 0.0, 2, -10, -4, 95, -10, 8
- Clc1ccc(Cn2nnc3ccccc32)cc1
    -0.4, 0, 6, 0.0, -1, -9, -3, 99, -2, 7
- CC1=CC(C)(C)Nc2ccc(OC(=O)c3ccco3)cc21
    -2.6, 1, 4, 0.1, -2, ., -17, 123, -6, -7
- Cc1ccc(S(=O)(=O)NCc2ccco2)c(C)c1C
    1.9, -6, 14, 0.2, -3, 22, -11, 150, ., 12
- CC1(C)CC(NC(=O)C(C)(C)Oc2ccc(Cl)cc2)CC(C)(C)N1
    -1.1, -1, 15, 0.1, 1, 0, -4, 103, -8, 4
- CC(C)CC(C(=O)N1CCc2ccccc2C1)N1C(=O)c2ccccc2C1=O (stereo unspecified)
    0.3, 1, 8, 0.6, 1, -6, -1, 96, ., 4
- O=c1c2ccccc2nc2n1C(CSc1ccc(F)cc1)CS2 (stereo unspecified)
    -2.2, -2, 3, -0.2, 1, 3, -1, 98, 0, 1
- NC(=O)C[n+]1cccc(/C=N/O)c1
    1.8, 9, 7, 0.0, 2, 4, 2, 105, -10, 5
- Cc1oc(CC(C)C)c(CN2CCCC2)c1C(=O)O
    -0.8, 2, -6, -0.4, 1, ., 2, 109, ., 9
- Cc1ncn(-c2ccccc2)c1-c1ccccc1
    -0.6, -1, 7, 0.1, 1, -5, -17, 97, -6, 2
- Cc1cccc(NC(=O)NC(C)CCc2ccccc2)c1 (stereo unspecified)
    0.0, -6, 6, 0.4, -2, -2, -4, 99, -3, 20
- CCOC(=O)COc1c(C=O)cc(Br)cc1OC
    -1.5, -3, 3, -0.2, 1, 24, 0, 104, -4, -7
- CCCCCn1c(CCCNC(=O)CC)nc2ccccc21
    -1.1, 3, ., 0.0, 4, 0, -3, ?, 10, 3
- CCOC(=O)Cc1nnc(NC(=O)c2ncn[nH]2)s1
    -1.9, 0, -7, -0.5, 1, -16, 7, 84, -4, -3
- CC(C)C[C@@H](N)c1nnc(SCC(=O)c2ccc(Cl)cc2)o1
    -0.7, -2, 7, -0.1, 0, ., -3, 100, -9, 8
- NC(=O)c1ccsc1NC(=O)COC(=O)c1ccccc1NCc1ccco1
    4.1, 1, -40, 0.1, -1, 0, -6, 91, -5, -1

Three entries already listed, arranged by length of the SMILES, rising.
Sequence of screens – MC4R ag barr, m5-HT2A agonist, PDI turbidity, aDG glyco up, Glyco luc inh, Vif imaging, H9c2 protect, ABCB6 inh MLPCN, CaV13 ICDI inh, MC4R antag cAMP
- Cc1ncn(-c2ccccc2)c1-c1ccccc1
    -0.6, -1, 7, 0.1, 1, -5, -17, 97, -6, 2
- Cc1cccc(NC(=O)NC(C)CCc2ccccc2)c1 (stereo unspecified)
    0.0, -6, 6, 0.4, -2, -2, -4, 99, -3, 20
- CC(C)C[C@@H](N)c1nnc(SCC(=O)c2ccc(Cl)cc2)o1
    -0.7, -2, 7, -0.1, 0, ., -3, 100, -9, 8
